Pol eta inh: qHTS for Inhibitors of Polymerase Eta; DNA polymerase eta (Homo sapiens), Q9Y253; recombinant Pol eta, fluorescent DNA replication assay; Potency, µM (doses to about 114 µM), for inactives: top-dose activity change, negative = inhibition, hits mostly inhibitors; 390,000 tested, 1.2% active; also: potency is read from the fitted curve at half-maximal effect; % is scaled to controls: 0 for no effect and ±100 for the full control effect
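Pol eta (10 nM) was preincubated with compounds for 15 min at room temperature, after which fluorescent replication substrate (50 nM final) was added to start the reaction. Fluorescence was read kinetically at 0 and 10 min.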
POLK inh: qHTS for Inhibitors of Polymerase Kappa. DNA polymerase kappa (Homo sapiens), Q9UBT6. Potency, µM (titrated, usually from 107 µM), for the others: top-dose activity, negative = inhibition, actives largely listed as inhibitors. purified Pol kappa, fluorescent DNA synthesis assay, 10 min. AID 588579, 2011. 400,000 tested, 0.53% active; also: potency is read from the fitted curve at half-maximal effect; % is scaled to controls: 0 for no effect and ±100 for the full control effect
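Kinetic fluorescence readout at 0 and 10 min followed reaction start with substrate at 50 nM final. Beforehand, enzyme (10 nM Pol kappa) stood 15 min with compound at room temperature; buffer-only wells were negative controls.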
BLM inh: qHTS Assay for Inhibitors of Bloom's syndrome helicase (BLM); RecQ-like DNA helicase BLM (Homo sapiens), P54132; recombinant BLM DNA unwinding, fluorescence dequenching; Potency, µM (titrated, usually from 56.1 µM), for inactives: at the highest dose activity change, negative = inhibition, hits mostly inhibitors; 350,000 tested, 0.2% active;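 also: potency is read from the fitted curve at half-maximal effect; plate controls were vehicle for no effect and no enzyme for full effect; nearly all actives have a fitted effect of over 35% in size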
POLB inh: qHTS Assay for Inhibitors of DNA Polymerase Beta; Pol beta primer extension/strand displacement, fluorescence kinetic; Potency, µM (top dose mostly 114 µM), for the others: top-dose activity change, negative = inhibition, usual class: inhibitors; P06746; 340,000 tested, 1.3% active; also: potency is read from the fitted curve at half-maximal effect; % is scaled to controls: 0 for no effect and ±100 for the full control effect
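Homogeneous kinetic assay of primer extension and strand displacement by 10 nM Pol beta, preincubated 15 min at room temperature with compound before 50 nM substrate (final) was added. Read at 0 and 10 min; four-parameter Hill fit.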
Pol iota inh: qHTS for Inhibitors of Polymerase Iota; DNA polymerase iota (Homo sapiens), Q9UNA4; Pol iota fluorescent replication assay, 10 min; Potency, µM (series often up to 115 µM), inactives show top-dose activity, negative = inhibition, hits mostly inhibitors; 390,000 tested, 1% active; also: potency is read from the fitted curve at half-maximal effect
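Fluorescent replication assay read twice, at 0 min and 10 min after adding 50 nM (final) substrate. Enzyme (10 nM) and compounds were first incubated 15 min at room temperature; enzyme-free buffer wells were negative controls.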
PGK inhibitor: qHTS Assay to Find Inhibitors of Phosphoglycerate Kinase | 380,000 tested, 0.043% active | Potency, µM (doses to about 57.5 µM), without a hit: at the highest dose activity change, negative = inhibition, usual class: inhibitors | AID 602233, 2012 | PGK/GAPDH coupled, Kinase-Glo luminescence, 60 min; also: potency is read from the fitted curve at half-maximal effect; % is scaled to controls: 0 for no effect and ±100 for the full control effect; nearly all actives have a fitted effect of over 60% in size
Target sequence (P07378 whole entry, looked up): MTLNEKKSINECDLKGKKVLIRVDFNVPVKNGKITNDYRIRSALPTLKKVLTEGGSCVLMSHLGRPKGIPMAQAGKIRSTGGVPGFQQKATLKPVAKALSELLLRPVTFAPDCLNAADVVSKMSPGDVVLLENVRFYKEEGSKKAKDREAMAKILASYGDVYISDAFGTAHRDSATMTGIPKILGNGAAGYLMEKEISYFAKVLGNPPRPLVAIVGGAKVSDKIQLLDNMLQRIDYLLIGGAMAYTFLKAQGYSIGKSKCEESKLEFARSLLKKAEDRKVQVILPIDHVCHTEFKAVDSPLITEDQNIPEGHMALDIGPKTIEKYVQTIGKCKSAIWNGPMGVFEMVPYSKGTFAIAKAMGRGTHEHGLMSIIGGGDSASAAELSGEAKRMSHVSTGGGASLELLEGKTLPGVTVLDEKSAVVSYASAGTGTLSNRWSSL
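Luminescent ATP detection (Kinase-Glo Plus) follows a 60-minute room-temperature incubation, with wells lacking PGK as controls. Buffer: 100 mM TEA (pH 7.6), 5 mM MgCl2, 0.01% Tween-20. Coupling enzyme GAPDH (100 nM final) supplies unstable 1,3-BPG in-well.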
Anesthetic bind: qHTS Assay for Identification of Novel General Anesthetics. Potency, µM (doses to about 77.5 µM), for the others: top-dose activity change, negative = displacement, usual class: inhibitors. AID 485281, 2010. apoferritin/1-aminoanthracene competitive binding, fluorescence. 350,000 tested, 0.074% active. Ferritin light chain (Equus caballus), P02791; also: potency is read from the fitted curve at half-maximal effect; % is scaled to controls: 0 for no effect and ±100 for the full control effect; nearly all actives have a fitted effect of over 20% in size
Target sequence (P02791 2-175 limits assumed): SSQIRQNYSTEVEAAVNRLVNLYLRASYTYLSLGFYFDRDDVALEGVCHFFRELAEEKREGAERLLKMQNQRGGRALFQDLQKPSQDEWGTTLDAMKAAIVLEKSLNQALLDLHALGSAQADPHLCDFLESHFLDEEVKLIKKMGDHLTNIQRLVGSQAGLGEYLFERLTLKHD
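Read-out: endpoint 1-AMA fluorescence, excitation 380 nm and emission 535 nm, after compounds sit 10 min at room temperature with 10 uM horse-spleen apoferritin in 50% saturated 1-AMA/PBS. Values come from four-parameter Hill fits.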
RXFP1 antagonist: qHTS Assay for Antagonists of the Relaxin Receptor RXFP1 | Relaxin receptor 1 (Homo sapiens), Q9HBX9 | HEK293-RXFP1, relaxin-stimulated cAMP HTRF, 30 min; hits give low values | activity change, negative = inhibition, % at 57.5 µM | 350,000 tested, 0.59% active | AID 1259400, 2018;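 active = activity change of -60% or lower, but not beyond a set lower limit; inconclusive = change between -60% and -40%, or beyond the set limit; inactive = change above -40%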; also: % is scaled to controls: 0 for no effect and ±100 for the full control effect
APEX1 inh: qHTS Assay for Inhibitors of the Human Apurinic/apyrimidinic Endonuclease 1 (APE1) | DNA repair nuclease/redox regulator APEX1 (Homo sapiens), P27695 | recombinant APE1, TAMRA/BHQ-2 abasic DNA cleavage fluorescence | Potency, µM (series often up to 65.8 µM), inactives show at the top dose activity change, negative = inhibition, usual class: inhibitors | 350,000 tested, 0.35% active | AID 2517, 2012;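 also: potency is read from the fitted curve at half-maximal effect; plate controls were vehicle for no effect and reference inhibitor for full effect; nearly all actives have a fitted effect of over 55% in size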
Target sequence (P27695 whole entry, looked up): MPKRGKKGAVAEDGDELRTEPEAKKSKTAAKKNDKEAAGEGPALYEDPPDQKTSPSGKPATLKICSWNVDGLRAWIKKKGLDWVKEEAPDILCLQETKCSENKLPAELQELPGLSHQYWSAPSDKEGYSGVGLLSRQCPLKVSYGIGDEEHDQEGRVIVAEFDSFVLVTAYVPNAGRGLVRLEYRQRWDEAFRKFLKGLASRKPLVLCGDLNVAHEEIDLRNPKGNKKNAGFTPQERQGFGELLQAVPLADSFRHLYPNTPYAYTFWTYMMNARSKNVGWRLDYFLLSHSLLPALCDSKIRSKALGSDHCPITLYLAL
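Endonuclease cleavage of a quenched abasic-site DNA duplex (50 nM) by APE1 (0.75 nM) was tracked by TAMRA dequenching. Compounds were preincubated with enzyme 15 min at room temperature; data normalized to buffer-only and DMSO wells plus NSC13755 control.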
Numbers without * were called inactive; i = inactive; ? = inconclusive; . = not tested or not shown; & = joins results of further samples; [ ] = remark or other dose. Unless noted, calls follow the shape of the dose curve; as a rule, active = well fitted curve in the direction sought with a large enough effect; inconclusive = small, poorly fitted or top-dose-only effect, or another doubt; inactive = no such curve, though single readings can be large; an effect the other way counts as inactive or inconclusive. Not all compounds are listed; count on the stated rates, not on these rows.

Start of the listing, in advance, two compounds:
SMILES | Pol eta inh | POLK inh | BLM inh | POLB inh | Pol iota inh | PGK inhibitor | Anesthetic bind | RXFP1 antagonist | APEX1 inh
CN(C)S(=O)(=O)c1ccc2c(c1)Cc1cc(S(=O)(=O)N(C)C)ccc1-2 | -19% | 7% | 2% | 26% | -7% | -14% | 7% | -5 | -11%
O=c1cc(Cc2nnc(SCc3ccccc3)n2-c2ccc(Cl)cc2)[nH]c(=O)[nH]1 | -3% | 1%[60.1 µM] | -1% | 4% | 28% | i | -16% | -9 | 0%

This part in full, previewed entries included:
SMILES | Pol eta inh | POLK inh | BLM inh | POLB inh | Pol iota inh | PGK inhibitor | Anesthetic bind | RXFP1 antagonist | APEX1 inh
CN(C)S(=O)(=O)c1ccc2c(c1)Cc1cc(S(=O)(=O)N(C)C)ccc1-2 | -19% | 7% | 2% | 26% | -7% | -14% | 7% | -5 | -11%
O=c1cc(Cc2nnc(SCc3ccccc3)n2-c2ccc(Cl)cc2)[nH]c(=O)[nH]1 | -3% | 1%[60.1 µM] | -1% | 4% | 28% | i | -16% | -9 | 0%
CN(C)c1ccc(C=NNC(=O)c2cccnc2)cc1 | -16% | -1% | . | . | 18% | i | . | -5 | .
O=C(COC(=O)c1ccccc1C(=O)N1CCN(c2ccccc2)CC1)Nc1ccc(F)cc1 | -10% | -12% | -7% | -5% | -5% | -4% | ? | 2 | -6%
O=C(O)c1ccc(-c2nc(-c3ccccc3)c(-c3cccs3)[nH]2)cc1 | -22% | -1% | 0% | 1% | 22% | -2% | 106%[activator] | -14 | -4%
Clc1ccc(-c2noc(CN3CCN(c4ccccc4)CC3)n2)cc1 | -10% | -28% | -6% | -24% | 1% | i | 0% | ? | 2%
CCOc1ccc(NC(=O)CCc2c(C)noc2C)cc1OC | -6% | -19% | . | . | -2% | 0% | . | 3 | 4%
COc1ccccc1-c1nnc2sc(C3CCCCC3)nn12 | -9% | 8% | -3% | 0% | -7% | -8% | -8% | -18 | -2%
CCOc1ccc(NC(=O)C(NC(=O)C2CCC(C)CC2)C(C)C)cc1 (stereo not drawn) | -10%&-29% | 6%&-4% | -2%&-1% | 18%&-14% | 2%&1% | -7% | -8%&-11% | -9&-2 | -1%
CCN(CC)S(=O)(=O)c1ccc(N2CCOCC2)c(NC(=O)c2ccc3c(c2)OCCO3)c1 | -21% | -13% | . | . | -17% | -7% | . | -14 | 7%
CC(Oc1cccc(Br)c1)C(=O)NNC(=O)CCS(=O)(=O)c1ccccc1 (stereo not drawn) | -18% | 5% | . | . | 6% | -9% | . | -1 | -2%
CCOC(=O)C1CCN(C(=O)C2(NC(=O)Nc3ccccc3C)CCCCC2)CC1 | -13% | 5% | -1% | 13% | 47%[activator] | -1% | -7% | 6 | 11%
O=C(O)C1CCC(N2C(=O)C3C4CCC(C4)C3C2=O)CC1 (stereo not drawn) | -14% | -9% | -4% | 11% | -7% | i | -9% | 7 | -4%
O=C(NCc1ccccc1)C1=C[C@H](c2csc3ccccc23)C[C@H](OCc2ccc(CO)cc2)O1 | -17% | -18% | -10% | 14% | -9% | 0% | 1% | . | -7%
O=C(Cn1ncn2c(cc3cc(F)ccc32)c1=O)NC1CCCCC1 | -7% | 0% | -3% | 1% | 15% | -7% | -10% | -7 | .
CCOc1ccccc1Nc1nnc(SC(C)C(=O)Nc2nc(-c3ccccc3)cs2)s1 (stereo not drawn) | -16% | 0% | -8% | 2% | -10% | i | -10% | -3 | -8%
Cc1cc(C)c(NC(=O)c2nc3ccccc3nc2N2CCCCC2)c(C)c1 | -11% | -5%[60.1 µM] | 1% | 2% | 8% | -6% | -11% | -13 | .
CCOC(=O)N1CCC(NC(=O)c2cnn3c(C(F)(F)F)cc(-c4cccc(OC)c4)nc23)CC1 | -3% | -4% | 1% | 25% | ? | -9% | -15% | 3 | -3%
COc1ccc(CC(CC(=O)O)C(=O)NCc2ccccc2)cc1 (stereo not drawn) | ? | 1% | 0% | -25% | 5% | i | -3% | 8 | 5%
COc1ccc(Cl)cc1S(=O)(=O)Nc1cccc(-c2ccc(N3CCOCC3)nn2)c1 | -12% | -7%[60.1 µM] | -10% | 0% | 5% | -3% | -12% | -1 | .
CCOc1ccc(C(C)=O)cc1COC(=O)CNC(=O)c1cccs1 | -17% | -14% | . | . | 9% | -6% | . | -9 | 3%
Cn1c2ccccc2c2cc(/C=C(\NC(=O)c3ccccc3)C(=O)O)ccc21 | -21% | -7% | -5% | -8% | ? | i | -1% | -15 | -7%
c1coc(CNc2nc(-c3cccs3)cs2)c1 | -22% | -8% | 4% | 20µM* | 173%[activator] | -8% | -10% | -21 | 9%
CCc1ccc(C(=O)NC2=NC(c3ccccc3F)CC(=O)N2)cc1 (stereo not drawn) | -4% | 8% | -2% | 11% | 2% | -5% | -19% | -20 | .
COCCn1c(C)cc(C(=O)COC(=O)c2ccc([N+](=O)[O-])o2)c1C | 79µM* | -26% | -9% | ? | ? | -8% | -10% | 18 | 9%
O=C(CCn1c(=S)[nH]c2ccccc2c1=O)NCCc1ccccc1 | 3% | -4% | 2% | 25% | 61%[activator] | -2% | -3% | -32 | -2%
COc1cc(/C=N/NC(N)=O)cc([N+](=O)[O-])c1O | 50µM* | ? | -17% | ? | 13% | -6% | -7% | ? | ?
CS(=O)(=O)N1CCN(c2ccccc2NC(=S)NC(=O)c2ccco2)CC1 | -22% | -9% | . | . | 19% | -3% | . | -29 | .
Cc1ccc(C(=O)OCC(=O)N2C(C)CCCC2C)s1 (stereo not drawn) | -6% | -13% | . | . | -7% | -2% | . | 7 | 9%
O=[N+]([O-])c1ccc2[nH]c(O)c(N=Nc3ccc(F)cc3)c2c1 | -2% | -11%[60.1 µM] | -4% | 9% | -16% | -7% | -4% | 4 | -22%
COc1ccc(OC(=O)COc2ccc(Cl)cc2)cc1 | -15% | 4% | -8% | 4% | 7% | i | -8% | -10 | 8%
CCCN(CC1CC1)C(=O)CCc1nnc(C(OC)c2ccccc2)o1 (stereo not drawn) | -2% | -1% | -4% | 6% | 4% | -11% | -16% | -1 | 6%
CC(C)C(=O)NC(=S)Nc1ccc(S(=O)(=O)N2CCN(C)CC2)cc1 | -19% | 0% | 3% | 22% | 2% | -8% | 3% | 2 | 7%
CC(c1ccccc1)n1c(Cn2ncc3ccccc3c2=O)n[nH]c1=S (stereo not drawn) | -6% | 6% | -6% | -1% | 27% | i | -8% | -17 | -1%
O=C(O)CCc1nc(-c2ccccc2)c(-c2ccccc2)o1 | 1%[57.1 µM] | 7%[60.1 µM] | 4% | -4%[57.1 µM] | -7%[58.9 µM] | . | 2% | -15 | 0%
Cn1c(Sc2ccc(C(=O)O)cc2[N+](=O)[O-])nnc1-c1ccccc1 | -16% | 2% | -2% | 42% | 36%[activator] | i | -4% | ? | 0%
Cc1cc(N2CCN(C)CC2)nc(=S)[nH]1 | -13% | -3% | -2% | 3% | -13% | -10% | -10% | -7 | 1%
Cc1cc(OCC(=O)N2CCc3ccccc3C2)c2c(-c3ccccc3)cc(=O)oc2c1 | -24% | 2% | -9% | -4% | ? | 0% | ? | 1 | -1%
O=C(COc1ccc(Br)cc1)NCCCNC(=O)c1ccncc1 | -14% | 1% | -1% | -13% | 11% | 0% | -3% | -5 | 2%
Cc1ccc(N(C(=O)c2csnn2)C(C(=O)NC2CCCC2)c2cccnc2)c(C)c1 (stereo not drawn) | 10% | -13% | -3% | 3% | -17% | -4% | -2% | -7 | 0%
COC(=O)c1ccc(C2/C(=C(\O)c3ccc4c(c3)OCCO4)C(=O)C(=O)N2CCCN(C)C)cc1 (stereo not drawn) | -1% | 4% | 1% | -1% | 19% | -4% | -23% | 2 | 3%
Nc1nn(-c2ccccc2Cl)cc1-c1nn[nH]n1 | 3% | -3% | -7% | 2% | -12% | 6% | 5% | 3 | -3%
COc1cc(OC)c(OC)cc1CCC(C)NCCC(c1ccccc1)c1ccccc1 (stereo not drawn) | -13% | 7% | 2% | 25% | 3% | -1% | -7% | -9 | 2%
Cc1cccc(NC(=O)NCCOCCn2c(=O)oc3ccccc32)c1C | -11% | 3% | 2% | 1% | 26% | -1% | -12% | . | .
Cc1cc(C)n(-c2c(F)c(F)c(CN3CCOCC3)c(F)c2F)n1 | -11% | -11% | -1% | -10% | 3% | -7% | -9% | -17 | -6%
CN(Cc1cccnc1)C(=O)c1cc(COc2ccc3ncccc3c2)on1 | -9% | -20% | 2% | -21% | 95%[activator] | i | -11% | -13 | -4%
O=C(CN1C(=O)S/C(=C\c2cccs2)C1=O)Nc1ccc(C(=O)O)c(O)c1 | ? | -1% | 0% | -19% | -10% | -8% | -16% | -6 | -12%
Cc1nccnc1Sc1ccccc1 | -1% | 1% | -1% | 17% | 21% | 5% | -3% | -14 | 4%
CNC1=C(N(C(C)=O)c2ccc(Br)cc2)C(=O)c2ccccc2C1=O | -1% | -11% | -6% | 12% | ? | -1% | -15% | 35 | 8%
O=C1NCCN(CC2CCN(CCC3CCCC3)CC2)C1=O | 4% | -3% | . | . | -10% | -3% | . | . | .
Cc1c(C)n(Cc2ccccc2)c2ccc(C(=O)N3CCN(c4ccc(F)cc4)CC3)cc12 | -13% | -2% | -6% | 2% | 10% | -1% | -3% | -10 | .
COc1ccc2c(c1)c1c(c(=O)n(Cc3ccccc3)c(=O)n1CC(=O)Nc1c(C)cccc1C)n2C | -8% | 9% | 0% | 6% | -5% | -8% | -5% | . | .

Source: PubChem BioAssay
